Bioassay records deposited in PubChem by National Center for Advancing Translational Sciences (NCATS).
aSyn tox rescue: qHTS of alpha-syn Inhibitors: NCGC Sytravon Library Screen; S. cerevisiae alpha-synuclein toxicity rescue, BacTiter-Glo growth, 24 h; Potency, µM (top dose mostly 46.1 µM), for the others: at the highest dose growth rescue (activation), hits mostly activators; 94,000 tested, 0.02% active; AID 1347070, 2019; active = well fitted activation curve with a large enough effect; also: 0% is about no effect
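Growth restoration measured by BacTiter-Glo luminescence after 24 hr at 30 deg C; alpha-synuclein yeast, raffinose-pregrown to mid-log, were added at OD600=0.02 in galactose medium onto pinned compounds.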
* marks the source's active call; other numbers are inactive results; & = joins results of further samples; [ ] = dose if it differs, or a comment. Potency is read from the fitted curve at half-maximal effect. Not all compounds are listed; count on the stated rates, not on these rows.

SMILES	aSyn tox rescue
COc1ccc(Nc2nc3ccccc3nc2NS(=O)(=O)c2ccc(NC(C)=O)cc2)cc1	7%
COc1ccc(-c2cnnc(N/N=C/c3ccc(C)o3)n2)cc1	7%
CN(Cc1ccccc1)C(=O)c1ccc(NC2=NC3CS(=O)(=O)CC3S2)cc1 (configuration not stated)	5%
COCCCNC(=O)c1sc2nc(C)c(C(=O)Nc3ccc(C)cc3C)c(-c3ccccc3Cl)c2c1N	1%
CCOCc1nnc(NC(=O)c2cc(OC)c(OC)cc2[N+](=O)[O-])s1	-3%
CCNc1c([N+](=O)[O-])c(=O)n(CC)c2ccccc12	-2%
CC(C)c1ccc(NC(=O)c2ccc3c(c2)CCCN3S(C)(=O)=O)cc1	-4%
COc1cc(C(C(=O)NC2CCCC2)N(C(=O)Cc2cccs2)C2CC2)cc(OC)c1OC (configuration not stated)	-1%
CCc1c(C)nc2nncn2c1NCc1ccccc1	-4%
CCc1ccccc1NC(=O)c1nn(-c2ccc(C)cc2)c(=O)c2c1c1ccccc1n2C	-5%
CS(=O)(=O)c1ccc(-c2nnc(NC(=O)c3ccco3)o2)cc1	-10%
CN(C(=O)CN1C(=O)NC2(CCc3ccccc32)C1=O)C1CCS(=O)(=O)C1 (configuration not stated)	0%
CCc1cc(=O)n2[nH]c(-c3ccccc3)c(-c3ccccc3)c2n1	4%
O=C(CC1C(=O)NC2CCCCC2N1C(=O)c1ccc([N+](=O)[O-])cc1)Nc1ccccc1 (configuration not stated)	15%
COc1ccc(C(CNC(=O)c2cccc([N+](=O)[O-])c2)N2CCOCC2)cc1 (configuration not stated)	10%
O=C(NCC(F)(F)F)c1ccc(S(=O)(=O)NCCc2ccc3c(c2)OCCO3)cc1	12%
COc1ccc(Cn2c(CCC(=O)NCc3cccc(Cl)c3)nc3cccnc32)cc1	-10%
Nn1c(SCC(=O)NCCCc2ccccc2)nnc1-c1cccnc1	-4%
CCc1nc2ccccc2n1CCCCOc1ccc(C)cc1	-4%
Cc1ccc(COc2ccc3c(c2)OCO3)cc1	-7%
O=C(CN1CCCC1)Nc1ccc(F)cc1	-6%
CCOc1ccc(NC(=O)NCCn2nnc3cc(S(=O)(=O)N(C)C)ccc32)cc1	1%
O=C(NCC1CCCCC1)c1cccc(Br)c1	0%
CCOC(=O)C1C(C(=O)OCC)C(C)(C)C1N(C)C (configuration not stated)	-4%
COc1cccc(C(=O)Nc2cc(C)on2)c1OC	6%

Not a retest: entries from further up.
SMILES	aSyn tox rescue
COCCCNC(=O)c1sc2nc(C)c(C(=O)Nc3ccc(C)cc3C)c(-c3ccccc3Cl)c2c1N	1%
CCOCc1nnc(NC(=O)c2cc(OC)c(OC)cc2[N+](=O)[O-])s1	-3%

(list continues)
SMILES	aSyn tox rescue
Cc1c2cnn(-c3ccccc3)c(=O)c2c(C)n1CC(=O)NCCc1ccc(Cl)cc1	6%
Cc1oc(-c2ccccc2F)nc1CS(=O)CC(=O)NCc1ccc2c(c1)OCO2 (configuration not stated)	-5%
Cc1ccc(-n2nnc3c(=O)n(CC(=O)NCc4ccccc4)cnc32)cc1	0%
CCOC(=O)CCCCCC(=O)Nc1ccc2c(c1)C(=O)N([C@@H](C)CO)C[C@H](C)[C@H](CN(C)C(=O)NC(C)C)OCCCC[C@H](C)O2	4%
CCOc1ccccc1NC(=O)Cn1c(=O)n(CCC(C)C)c(=O)c2cccnc21	0%
CCCCn1cc(S(=O)(=O)c2ccc(OC)cc2)c(=O)c2cc(CC)ccc21	4%
O=S1(=O)CCN(Cc2ccccc2)CC1	-5%
COc1ccc(Nc2nc(NCc3ccco3)nc(N3CCOCC3)n2)cc1	8%
CCOC(=O)c1cnc2cc(F)c(F)cc2c1Nc1ccccc1O	6%
COc1ccc(-c2ccc(CN3C(C(C)C)C(=O)N(Cc4cn(Cc5ccco5)nn4)CCS3(=O)=O)cc2)cn1 (configuration not stated)	18%
CCOC(=O)c1nc(Nc2ccc(C(=O)OCC(C)C)cc2)c2ccccc2n1	-4%
CC(=O)N1CCN(C(=O)c2cc(-c3ccc(C)o3)nc3ccccc23)CC1	-5%
Cc1ccc(-c2c(CN3CCN(c4cccc(C)c4)C(C)C3)csc2C)cc1 (configuration not stated)	-6%
O=C(Nc1ccccc1)c1cn(-c2ccccc2)nc1-c1ccccc1	-12%
CC1=C(c2ccc(C)c(C)c2)S(=O)(=O)N=C1N1CCC(C(=O)NCCc2ccco2)CC1	12%
CCCCn1c(N)c(N(CCC(C)C)C(=O)c2c(CC)noc2C)c(=O)[nH]c1=O	1%
CS(=O)(=O)N(CC(=O)NCc1cccnc1)C1CCCCC1	-5%
COc1ccc(NC(=O)c2ccco2)cc1NC(=O)c1c(OC)cccc1OC	6%&4%
Cc1cccc(/C=N/NC(=O)CC(=O)NCCc2ccccc2)c1	-4%
CCN(CC)C(=O)c1sc2c(c1C)c(=O)n(-c1ccc(C)c(C)c1)c(=O)n2CC(=O)Nc1ccc(F)cc1	-8%
CCC(C)NC(=O)CCCN1C(=O)CCn2nc(-c3cccn3C)cc21 (configuration not stated)	-2%
COc1ccc(NC(=O)Cc2csc(NC(=O)Nc3ccccc3OC)n2)cc1	-11%
COC(=O)c1ccc(NC(=O)Cn2nc(C(=O)Nc3ccc(C)cc3)ccc2=O)cc1	7%
Cc1cccc(NC(=O)Cn2nc3c4ccccc4n(Cc4ccccc4)cc-3c2=O)c1	0%
COc1cccc(S(=O)(=O)N(C)C[C@@H]2Oc3ncc(C#CCN(C)C)cc3C(=O)N([C@H](C)CO)C[C@H]2C)c1	8%
(listing goes on)
SMILES	aSyn tox rescue
O=C(NCCc1ccccc1)c1ccc(CS(=O)(=O)c2ccc(Cl)cc2)o1	-15%
CN1CCN/C1=C(/C(Cl)=C(Cl)Cl)[N+](=O)[O-]	-50%[inhibitor]
O=C(COC(=O)C1COc2ccccc2O1)c1ccc(F)cc1 (configuration not stated)	4%
O=C(C(=O)N1CCN(c2cccc(Cl)c2)CC1)N1CCCCC1	0%
Cc1ccc(C)c(N2CCN(CCCNC(=O)c3ccc4nc(N5CCC(C)CC5)sc4c3)CC2)c1	-31%[inhibitor]
COc1ccc(N2CC(C(=O)Nc3ccccc3-c3nc(-c4ccc(C)cc4)no3)CC2=O)cc1 (configuration not stated)	-11%
O=C(NCc1ccc(F)cc1)c1cc(-c2ccncc2)nc2ccccc12	-1%
O=C(O)C1CSC2(c3ccc(Br)cc3)CCC(=O)N12 (configuration not stated)	-4%
COc1cccc(CNC(=O)c2cc3c(-c4ccccc4F)nn(C)c3s2)c1	2%
CCOc1ccccc1CNC(=O)CCn1c(=O)c2cccn2c2ccc(F)cc21	4%
COc1ccc(S(N)(=O)=O)cc1C(=O)OCC(=O)N1CC(=O)Nc2ccccc21	-3%
CCOc1ccc(-c2cccc(NC(=O)c3cccs3)c2)nn1	13%
Cc1ccn2c(Nc3ccc4c(c3)OCO4)c(-c3ccccn3)nc2c1	6%
COc1cccc(CNCCSc2nnnn2C)c1OCc1ccc(Cl)cc1	-8%
CCc1ccc(CNC(=O)CN2C(=O)CSc3c2c(C)nn3-c2ccccc2)cc1	-2%
CCOC(=O)c1ccc(NC(=O)C(CC)Sc2nncn3c2cc2oc(C)cc23)cc1 (configuration not stated)	29%
Cc1ccc(S(=O)(=O)N2CC3(O)CN(C(=O)OC(C)C)N(C(=O)OC(C)C)CC3(OC(=O)Nc3c(C)noc3C)C2)cc1 (configuration not stated)	8%
C[C@H](O)[C@@H]1CN2CCc3c([nH]c4ccc(-c5ccc6c(c5)OCO6)cc34)[C@@H]2C[C@@H]1N(C)C(=O)NC1CCCCC1	-6%
COc1ccccc1OCCSc1nc2ccccc2n1CC(=O)N1CCOCC1	3%
COc1cccc(Cn2cnc3c([N+](=O)[O-])c(C)c(C)cc32)c1	15%
O=C(CCN1CCN(c2ccccc2)CC1)NNC(=S)Nc1ccccc1	-1%
C[C@H]1Cn2cnc(C(=O)NCC(=O)OC(C)(C)C)c2C(=O)N1	12%
Cc1cccn2c(=O)c3cc(C(=O)NC(C)c4ccccc4)c(=N)n(CCOCCO)c3nc12 (configuration not stated)	-7%
CCOc1ccccc1CNC(=O)c1cc2c(=O)n(Cc3ccccc3)ccc2nc1C	4%
COc1ccccc1NC(=O)CSc1nnc(NC(=O)NC2CCCCC2)s1	5%

Quoted at random: 2 records from the list, in no set order.
SMILES	aSyn tox rescue
Cc1ccc(C)c(N2CCN(CCCNC(=O)c3ccc4nc(N5CCC(C)CC5)sc4c3)CC2)c1	-31%[inhibitor]
COc1ccc(N2CC(C(=O)Nc3ccccc3-c3nc(-c4ccc(C)cc4)no3)CC2=O)cc1 (configuration not stated)	-11%

7 structures out of the list, arranged by heavy-atom count, ascending:
SMILES	aSyn tox rescue
O=C(O)C1CSC2(c3ccc(Br)cc3)CCC(=O)N12 (configuration not stated)	-4%
COc1cccc(Cn2cnc3c([N+](=O)[O-])c(C)c(C)cc32)c1	15%
O=C(NCCc1ccccc1)c1ccc(CS(=O)(=O)c2ccc(Cl)cc2)o1	-15%
COc1cccc(CNC(=O)c2cc3c(-c4ccccc4F)nn(C)c3s2)c1	2%
CCOc1ccccc1CNC(=O)CCn1c(=O)c2cccn2c2ccc(F)cc21	4%
CCOC(=O)c1ccc(NC(=O)C(CC)Sc2nncn3c2cc2oc(C)cc23)cc1 (configuration not stated)	29%
Cc1ccc(C)c(N2CCN(CCCNC(=O)c3ccc4nc(N5CCC(C)CC5)sc4c3)CC2)c1	-31%[inhibitor]

Going on with the list:
SMILES	aSyn tox rescue
O=NN(CCCl)C(=O)NCCc1cccc[n+]1[O-]	2%
CCN1CCN(c2nc(Nc3cccc(OC)c3)nc(N)c2[N+](=O)[O-])CC1	4%
CCOC(=O)CN1C(=O)c2cccnc2Oc2ccccc21	5%
CCCCN(C)C(=O)c1ccc2c(c1)N(CC)C(=O)c1ccccc1S2(=O)=O	2%
CCN(CC)S(=O)(=O)c1ccc(C(=O)NCCSc2c(-c3ccc(OC)cc3)[nH]c3ccccc23)cc1	2%
COc1cccc(-c2nn(C)c3sc(C(=O)NCc4ccc(OC)cc4OC)cc23)c1	1%
CC(Oc1ccccc1)c1ccnc(N)n1 (configuration not stated)	-5%
COc1ccc(-c2[nH]c(-c3ccccc3)nc2SCC(=O)Nc2ccc3c(c2)OCO3)cc1	-7%
Cc1ccc(NC(=O)CN2C(=O)NC3(CCCCC3C)C2=O)cc1S(=O)(=O)N1CCCCC1 (configuration not stated)	6%
CC(=O)Nc1nonc1-c1nnc(SCC(=O)N(C)c2ccccc2)n1C	1%
CCCN1CCN(CCCNC(=O)c2cc3c(Cl)nc4ccccc4c3s2)CC1	2%
O=C(CSc1oc(-c2ccc(F)cc2)nc1S(=O)(=O)c1ccc(Cl)cc1)c1ccccc1	6%
Cc1cc(C)cc(NC(=O)CN(c2cc(C(F)(F)F)ccc2Cl)S(=O)(=O)c2ccccc2)c1	-3%
COc1ccc(CC(=O)NCc2n[nH]c(=S)n2-c2ccc(Br)cc2)cc1	1%
COc1ccc(S(=O)(=O)Nc2cccc(-c3ccc(N4CCOCC4)nn3)c2)cc1F	5%
COc1ccc(C(=O)C2CCCN(Cc3cnc(N4CCOCC4)s3)C2)c(OC)c1 (configuration not stated)	2%
Cc1nc2nc(SCC(=O)NCc3ccccc3)nn2c(C)c1Cc1ccccc1Cl	5%
O=C(N/C(=C\c1cccc(Br)c1)C(=O)N1CCOCC1)c1ccco1	4%
CCOc1ccc(NC(=O)c2oc3ccccc3c2NC(=O)Cc2cccs2)cc1	0%
CCc1ccc(C(=O)OCC(=O)Nc2c(C)n(C)n(-c3ccccc3)c2=O)cc1	-11%
CCOc1ccc2nc(N3CCCC(C(=O)Nc4ccccc4CC)C3)sc2c1 (configuration not stated)	-4%
O=C(NCCc1ccccc1)c1ccc(CSc2nc3cccnc3n2Cc2ccccc2)cc1	7%
COc1ccc(NC(=O)CCCN2C(=O)CCn3nc(-c4cn(C)c5ccccc45)cc32)cc1OC	-7%
CCOC(=O)c1cc2c(=O)n3ccccc3nc2n(C)c1=NC(=O)c1c(-c2ccccc2Cl)noc1C	-11%
Cc1ccc(NC(=O)CSCC(=O)N(C)CC(=O)Nc2c(C)cccc2C)cc1	-3%

Among those listed so far, 4 have two or more sulfur atoms:
SMILES	aSyn tox rescue
CN(Cc1ccccc1)C(=O)c1ccc(NC2=NC3CS(=O)(=O)CC3S2)cc1 (configuration not stated)	5%
COc1ccccc1NC(=O)CSc1nnc(NC(=O)NC2CCCCC2)s1	5%
CCN(CC)S(=O)(=O)c1ccc(C(=O)NCCSc2c(-c3ccc(OC)cc3)[nH]c3ccccc23)cc1	2%
O=C(CSc1oc(-c2ccc(F)cc2)nc1S(=O)(=O)c1ccc(Cl)cc1)c1ccccc1	6%

Next records follow:
SMILES	aSyn tox rescue
Cc1ccc(NC(=O)Cn2nc(C)c3nn(-c4ccc(Cl)cc4)c(C)c3c2=O)cc1C	-13%
CCOc1ccc(S(=O)(=O)N2CCOCC2)cc1NC(=O)CCN1C(=O)NC2(CCCC2)C1=O	-7%
CCCCc1ccc(NC(=O)CSc2nc(=O)n(CCCN3CCOCC3)c3c2CCC3)cc1	-9%
COC(=O)c1cc(NC(=O)c2cc3sccc3n2Cc2ccc(Cl)cc2)cc(C(=O)OC)c1	7%
COc1ccccc1CNc1nc2ccccc2c2nc(-c3cccc(C)c3)nn12	-5%
CCOc1ccccc1NS(=O)(=O)c1c(-c2ccc(C)cc2)csc1C(=O)OC	-9%
COc1cc(C(=O)OCC(=O)Nc2c(F)cccc2F)cc(OC)c1C	-15%
O=S(=O)(NC1CCSc2ccccc21)c1ccccc1 (configuration not stated)	6%
C[C@@H]1CN([C@@H](C)CO)C(=O)c2c(c3ccccc3n2C)-c2ccccc2CO[C@H]1CN(C)C(=O)[C@H](Cc1ccccc1)N(C)C	1%
CCC1=C(c2ccc(C)cc2)S(=O)(=O)N=C1N1CCC(C(=O)Nc2ccccc2C(=O)OC)CC1	4%
